# Tn7 DDE FP = inhibitors of Tn7 peptide binding to fibrin DD(E), primary screen, biochemical, fluorescence polarization, human fibrin, Tn7 probe; inhibition, % at 8.3 µM; AID 720508, 2013; 0.13% of 370,000 active; FP displacement of FITC-Tn7 peptide from fibrin DD(E); 0% = median of compound wells per plate; Fibrinogen beta chain (Homo sapiens), P02675;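 active means inhibition above the mean of compounds falling within the control limits plus 3 SD of them, cut at about 14% in these data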;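 further: 0% = plate median of compound wells and 100% = 10 µM Aha-Tn7 peptide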
#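 Also added: labelled Tn7 tracer, 0.1 µM; Assay system: human fibrin DD(E) protein; Amount: 2 µM fibrin DD(E); Schedule: 10 min compound pre-incubation, 3 h probe incubation at room temperature; Repeats: one replicate per compound; Read-out basis: percent inhibition; Measured by: fluorescence polarization of the labelled Tn7 tracer.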
# TCR-CD3 inh = inhibitors of human TCR-CD3 interaction, primary screen, biochemical, fluorescence, TAMRA-labeled TCR probe; T-cell receptor (TCR); inhibition, % at 9.4 µM; 0.37% of 360,000 active; AID 651800, 2012; in the data active means inhibition above about 19%;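 further: recombinant mutant TCR 2C K166C tagged with TAMRA read by polarization; 0% = receptor in buffer alone and 100% = receptor with positive control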
# TDP2 absorb = human TDP2 enzyme inhibitors, primary screen, biochemical, epi absorbance, recombinant enzyme; Tyrosyl-DNA phosphodiesterase 2 (Homo sapiens), O95551; T5PNP hydrolysis, p-nitrophenol absorbance 415 nm; inhibition, % at 12.8 µM; 0.34% of 370,000 active; AID 720702, 2013;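 active means inhibition above the mean of all tested compounds plus 3 SD, set per campaign, cut at about 25% in these data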;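 further: 0% = DMSO with enzyme and 100% = buffer with substrate but no TDP2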
#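 System: recombinant human TDP2 / Amount: 120 nM TDP2 per well / Also added: 5 mM T5PNP chromogenic substrate / Doses: 12.8 µM single point, 1% DMSO / Incubation: 2 h at 37 °C / Detection: p-Nitrophenol epi absorbance / Evaluation: % inhibition relative to enzyme-containing and enzyme-free wells / Repeats: singlicate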
# LEDGF integ inh = blockers of LEDGF/p75-dependent integrase strand transfer – biochemical, TR-FRET, high throughput, primary screen; HIV-1 integrase (with human LEDGF/p75); TR-FRET IN-LEDGF/p75 DNA integration, Eu/Cy5; inhibition, % at 3.7 µM; 0.64% of 370,000 active; AID 743269, 2014;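 active means inhibition above the screen-wide mean plus 3 SD, cut at about 13% in these data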;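 further: signal is the Cy5 over europium emission ratio at 671 and 618 nm; 0% = plate median of compound wells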
# Tn6 DDE FP = inhibitors of Tn6 peptide binding to fibrin DD(E), primary screen, biochemical, fluorescence polarization, human fibrin, Tn6 probe; Fibrinogen beta chain (Homo sapiens), P02675; Fibrin DD(E) TRITC-Tn6 fluorescence polarization displacement; inhibition, % at 8.3 µM; 0.21% of 370,000 active; AID 720509, 2013;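 active means inhibition above a per-campaign cutoff: mean of compounds within control limits plus 3 SD, cut at about 15% in these data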;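 further: 0% = median of all compound wells on the plate and 100% = blocking peptide control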
# proKLK7 act = proKLK7 zymogen activators, primary screen, biochemical, fluorescence intensity; Kallikrein-7 (Homo sapiens), P49862; purified proKLK7, EDANS-DABCYL substrate fluorescence; 100% is mature enzyme control, 0% vehicle; activation, % at 7 µM; 0.9% of 370,000 active; AID 652039, 2013;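 active means activation above the mean of all tested compounds plus 3 SD, computed per campaign excluding outliers beyond control limits, cut at about 13% in these data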
# Target sequence (P49862 whole entry, looked up): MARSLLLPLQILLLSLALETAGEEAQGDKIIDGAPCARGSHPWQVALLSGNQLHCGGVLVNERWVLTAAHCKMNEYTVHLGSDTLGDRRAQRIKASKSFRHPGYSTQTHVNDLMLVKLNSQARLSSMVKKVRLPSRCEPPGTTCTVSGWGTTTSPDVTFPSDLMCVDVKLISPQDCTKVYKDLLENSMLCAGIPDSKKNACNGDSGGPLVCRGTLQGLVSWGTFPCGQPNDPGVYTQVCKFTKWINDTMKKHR
# MBD2 DNA inh = inhibitors of MBD2 binding to methylated DNA, primary screen, biochemical, TR-FRET, DNA-binding domain, human; MBD2 binding to methylated oligonucleotide; AID 686964, 2013; 0.31% of 370,000 active; inhibition, % at 4.4 µM; in the data active means inhibition above about 13%
# SIAE inh = human SIAE inhibitors, primary screen, biochemical, fluorescence polarization, FP-Rh probe, 1536-well HTS; Sialate O-acetylesterase (Homo sapiens), Q9HAT2; SIAE FP-Rh probe binding; inhibition, % at 9.66 µM; 0.69% of 370,000 active;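 active means inhibition above a cutoff: mean of compounds within the control limits plus 3 SD of those, cut at about 17% in these data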;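 further: 0% = plate median of compound wells and 100% = probe without SIAE protein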
# Target sequence (Q9HAT2 whole entry, looked up): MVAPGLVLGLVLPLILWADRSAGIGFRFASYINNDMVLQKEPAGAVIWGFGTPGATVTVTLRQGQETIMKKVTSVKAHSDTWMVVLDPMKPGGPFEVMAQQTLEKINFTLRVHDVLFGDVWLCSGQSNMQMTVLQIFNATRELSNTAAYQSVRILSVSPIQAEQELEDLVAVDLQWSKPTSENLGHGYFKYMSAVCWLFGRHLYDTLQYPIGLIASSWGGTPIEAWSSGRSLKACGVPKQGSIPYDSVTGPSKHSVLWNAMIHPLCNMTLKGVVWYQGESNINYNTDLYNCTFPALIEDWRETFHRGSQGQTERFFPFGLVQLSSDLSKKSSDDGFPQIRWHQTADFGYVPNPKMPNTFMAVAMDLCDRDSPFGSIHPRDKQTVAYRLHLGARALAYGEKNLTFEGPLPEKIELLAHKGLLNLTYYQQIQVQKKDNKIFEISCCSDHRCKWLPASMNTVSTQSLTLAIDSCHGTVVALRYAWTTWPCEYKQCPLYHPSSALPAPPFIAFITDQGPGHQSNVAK
# PRMT1 inh = PRMT1 methyltransferase inhibitors, primary screen, biochemical, fluorescence polarization; Protein arginine N-methyltransferase 1 (Homo sapiens), Q99873; recombinant PRMT1, activity-based probe fluorescence polarization; 1.3% of 370,000 active; inhibition, % at 2.79 µM;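 active means inhibition above about 21% made by adding two undisclosed values, limit read from the data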
# UHRF1 MBD2 ctr = UHRF1 methylated DNA binding inhibitors, primary screen, counter-screen for MBD2 inhibitor project, biochemical, TR-FRET, human UHRF1, single concentration. E3 ubiquitin-protein ligase UHRF1 (Homo sapiens), Q96T88. UHRF1 binding to methylated oligo. inhibition, % at 4.4 µM. 0.75% of 370,000 active; in the data active means inhibition above about 21%;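 further: UHRF1 SRA domain binding a hemimethylated CpG hairpin DNA probe; 0% = median of test compound wells and 100% = reference inhibitor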
# The depositor's hits bear a star; nt = not tested or not shown.
SMILES,Tn7 DDE FP,TCR-CD3 inh,TDP2 absorb,LEDGF integ inh,Tn6 DDE FP,proKLK7 act,MBD2 DNA inh,SIAE inh,PRMT1 inh,UHRF1 MBD2 ctr
CCOC(=O)c1c(NC(=O)COC(=O)c2ccc(NC(=O)CC#N)cc2)sc(C(=O)NC)c1C,-5.2,10.1,3.0,-10.1,-2.9,-0.3,5.0,-66.3,0.2,1.3
N#CCc1nn(Cc2ccc(F)cc2)c(=O)c2ccccc12,-2.2,-4.1,3.0,1.1,-2.7,-0.3,4.2,3.8,-3.0,0.7
O=C(CCCSc1nc2ccccc2c(=O)[nH]1)c1ccccc1,3.0,3.9,6.1,-2.2,-0.5,0.1,3.8,-4.6,-4.3,-0.2
c1coc(Cn2c(SCc3nc4ccccc4[nH]3)nnc2-c2cccs2)c1,-5.2,-1.2,-1.9,7.2,-11.7,0.0,2.8,-2.9,19.4,1.6
O=C(O)c1ncn(Cc2ccccc2)c1C(=O)O,4.8,1.5,11.7,-2.4,0.3,0.2,-3.2,-5.2,-0.5,0.1
C[C@H](CO)N1C[C@H](C)[C@H](CN(C)C(=O)Nc2ccc3c(c2)OCCO3)OCc2cnnn2CCCC1=O,1.1,7.3,-2.1,-0.6,0.1,-0.2,-5.6,-0.2,0.7,-0.5
Cc1cccc(-n2c(C)c(-c3ccccc3)[nH]c2=S)c1,2.8,1.4,-5.0,-4.3,6.3,-0.4,1.5,8.2,34.2*,-0.2
CCOC(=O)CNC(=O)CSc1ncnc2c1cnn2Cc1ccccc1,-1.1,0.4,-24.3,3.8,6.9,0.5,-2.2,-8.9,-2.6,6.4
COCCNC(C(=O)Nc1cc(Cl)cc(Cl)c1)c1ccccc1 (centres undefined),-6.7,2.4,-16.8,-4.7,-1.1,-1.2,-4.6,1.2,-2.1,-1.9
CC(C)C(=O)O/N=C(\N)c1ccccn1,7.7,-5.4,-4.7,-6.7,4.6,0.0,4.0,0.4,-0.5,3.3
CCOC(=O)c1c(-c2ccc(C)o2)csc1NC(=O)COC(=O)c1ccc(NC(N)=O)cc1,-9.3,7.3,4.9,-2.1,-5.0,-1.1,-3.1,-44.7,17.9,-1.2
CN(C(=O)c1cn(C)c2ccccc12)c1ccc(Oc2cccnc2)cc1,0.9,0.9,2.3,-2.8,-3.6,0.3,4.2,3.0,3.7,2.2
Cc1ccc(CCNC(=O)C2CCN(S(=O)(=O)c3cccc4nonc34)CC2)cc1,-1.3,6.1,2.5,-1.5,-7.3,-0.6,-1.7,-4.8,0.8,-1.2
COc1ccc(COC(=O)C2=C(C)NC(=O)NC2c2cc(Br)c(O)c(OC)c2)cc1 (centres undefined),6.3,1.4,-14.3,4.7,-4.9,-0.2,7.1,-3.0,3.4,2.3
Cc1cc(C(=O)COC(=O)c2ccccc2NCCO)c(C)n1CC1CCCO1 (centres undefined),-9.7,5.8,-18.0,4.0,2.1,3.9,-8.0,0.1,-4.2,-0.1
C[C@]12CC[C@H](O)CC1=CCC1C2CC[C@@]2(C)C1CC[C@@H]2NC(=O)[C@@H](N)Cc1cnc[nH]1 (some centres undefined),-9.0,-0.3,-0.1,0.8,-1.1,-0.7,-6.1,0.3,-2.6,-4.5
Clc1cccc(/C=N/Nc2nnc(Cl)c3ccccc23)c1,3.0,-3.5,-8.5,1.1,-6.8,0.5,8.7,-2.1,-0.9,-4.2
O=C(O)C(F)=C(c1ccccc1)c1ccccc1,0.3,1.6,-2.0,-1.5,2.8,1.2,-2.5,9.1,0.1,-1.3
COc1ccc2cc(CCNC(=O)c3ccc4c(c3)OCO4)c(=O)[nH]c2c1,-3.6,1.6,-9.1,2.0,13.3,-0.4,2.2,-5.5,1.0,-0.1
CCOC(=O)N1CCN(CC(=O)Nc2c(C(=O)OC)[nH]c3cc(C)ccc23)CC1,-1.1,2.9,5.0,-2.2,1.6,-0.7,-4.6,3.6,1.1,-0.9
C[C@]12CC[C@H](O)CC1=CCC1C2CC[C@@]2(C)C1CCC21OCCO1 (some centres undefined),1.9,-3.7,2.4,2.5,10.7,-0.2,1.6,-4.2,-0.1,4.8
COc1ccc(/C=C2/SC(=O)N(CC(=O)NCCC(C)C)C2=O)cc1OC,0.5,-0.4,-6.9,4.7,1.8,-43.3,0.4,1.2,3.0,-3.0
CCc1ccc(C2c3[nH]c4ccccc4c3CCN2C(=O)CN2CCN(CC)CC2)cc1 (centres undefined),4.8,5.5,9.9,-1.7,3.9,-0.2,0.2,5.5,-2.2,-2.4
Cc1cc(C(=O)Nc2ccccc2C#N)n(-c2ccccc2)n1,4.6,2.4,2.7,1.5,-8.8,0.3,-2.6,-5.6,-1.0,-2.6
CSc1nc2ccc(NC(=O)c3ccco3)cc2s1,4.2,-9.3,9.7,-1.4,-3.4,0.7,3.0,-3.0,-1.7,-5.0
SMILES,Tn7 DDE FP,TCR-CD3 inh,TDP2 absorb,LEDGF integ inh,Tn6 DDE FP,proKLK7 act,MBD2 DNA inh,SIAE inh,PRMT1 inh,UHRF1 MBD2 ctr
O=C(c1cc2sccc2n1Cc1ccc(F)cc1)N1CCc2ccccc21,-8.3,-0.4,4.0,1.4,0.9,-10.9,-3.5,-3.0,-1.3,-3.6
O=C(Cc1nnc(NC(=O)Nc2ccc(F)cc2)s1)NCc1ccccc1,-0.3,6.3,3.3,2.4,-2.7,0.7,-6.8,-8.0,1.5,-0.5
O=[N+]([O-])c1ccc(OC[C@@H](O)CN2CCC(C(O)(c3ccccc3)c3ccccc3)CC2)c(Cl)c1,-2.2,nt,-8.9,12.0,3.2,1.4,1.4,-6.6,-1.9,2.1
O=C1CC(N2CCN(Cc3ccccc3)CC2)C(=O)N1 (centres undefined),-3.0,-4.2,-5.2,0.8,3.1,-0.1,-4.4,-2.7,4.3,2.5
CCCCNC(=O)CC(=O)Nc1ccccc1C(=O)O,-1.2,4.0,8.2,3.2,2.0,0.4,2.6,-2.4,4.3,3.1
COC(=O)c1ccc(COc2ccc(/C=N/N3CCN(C)CC3)cc2)cc1,-0.6,-1.2,-4.4,-0.3,-6.1,-0.2,-1.1,1.7,-2.2,1.0
O=C(Nc1ccc(Cl)c(Cl)c1)c1csc(-c2ccccc2)n1,0.6,6.8,2.1,1.7,0.3,-0.1,-4.8,-18.2,-1.1,-1.9
Cc1ccc([N+](=O)[O-])cc1S(=O)(=O)N1CCCN(C)CC1,2.4,2.2,-5.9,-4.5,4.5,0.8,4.7,6.3,0.7,0.8
Cc1c(C(=O)N2CCOCC2)c(S(=O)(=O)N2CCN(c3ccc(Cl)cc3)CC2)c(C)n1C,-1.7,-7.5,-5.9,0.6,-6.8,-0.4,-0.7,0.2,2.9,-2.5
O=C(Nc1cccc(C(F)(F)F)c1)C1CCCO1 (centres undefined),-2.3,4.7,-2.8,-2.3,0.3,0.1,1.5,-2.6,-1.1,-1.1
N#Cc1cccc(NC(=O)c2cc(C3CCCCN3C(=O)c3ccccc3)on2)c1 (centres undefined),-0.3,-0.6,-9.9,4.2,11.9,0.5,-5.8,-3.9,-4.6,-1.6
CCCNc1nc(N)nc(-c2cc(Cl)ccc2OC)n1,4.6,-5.2,8.1,-0.8,-6.5,0.5,4.0,1.1,3.5,1.0
CCOC(=O)C1=C(O)C(=O)N(CCCn2ccnc2)C1c1ccc(C)cc1 (centres undefined),1.7,6.0,1.5,2.6,-3.0,0.5,-0.7,2.4,-1.8,3.7
O=S(=O)(c1cccs1)N1CCC(CO)(Cc2ccc(Cl)cc2)CC1,6.7,4.2,-20.4,3.0,-0.2,0.1,1.3,-16.7,-3.5,4.3
Cc1cc(OCC(=O)Nc2cnn(CCCC(=O)O)c2)ccc1[N+](=O)[O-],-6.0,2.4,-0.5,-1.7,8.3,-0.3,2.6,-3.4,0.1,2.5
CCCC(c1nnnn1CC(=O)OCC)N(Cc1cc2c(C)cc(C)cc2[nH]c1=O)C1CCCC1 (centres undefined),0.3,-3.7,5.1,-0.6,-0.7,0.6,0.7,-1.7,-1.7,-0.2
COc1cccc(NC(=O)CNS(=O)(=O)c2ccc3nc(C)sc3c2)c1,-5.5,4.0,-0.4,0.9,3.1,-0.6,-1.3,0.8,13.1,0.2
CC(C(=O)Nc1ccncc1)(c1ccccc1)c1ccccc1,5.4,-2.0,-4.1,0.5,-3.4,-0.4,2.2,-0.6,-0.5,-0.1
CC(C)(C)c1cc(C(F)(F)F)n2ncc(-c3ccccc3)c2n1,-5.2,-0.9,-3.4,-2.8,-3.1,-0.4,-1.0,-2.0,-3.5,2.7
COc1cc(C(=O)Nc2ccc(C(F)(F)F)cc2)ccc1OCC(=O)N1CCOCC1,-3.3,5.7,-6.7,0.2,-2.0,-0.1,-0.1,0.6,-0.9,-2.5
CC(C)CN(C(=O)COC(=O)c1ccccn1)c1c(N)n(Cc2ccccc2)c(=O)[nH]c1=O,-1.4,3.5,15.7,2.0,-1.3,0.7,-1.1,1.9,0.6,-1.8
CCOc1ccccc1NC(=O)C1CCCN1S(=O)(=O)c1ccc2c(c1)C(C)(C)C(=O)N2C (centres undefined),10.1,-5.2,1.5,0.6,3.0,0.6,6.4,-3.2,2.2,0.5
CCC(=O)N1c2ccc(S(=O)(=O)N3CCN(c4cc(C)ccc4C)CC3)cc2CC1C (centres undefined),6.8,5.3,-6.0,-1.2,1.0,0.2,1.3,-1.5,-0.8,-3.3
CC(=O)N/C(=N/c1nc(C)cc(C)n1)Nc1cc(C)cc(C)c1,0.1,3.5,13.6,2.6,5.6,-0.5,0.4,5.9,-3.1,2.1
CN(CCOc1ccc(-c2ccn(S(=O)(=O)c3c(Cl)cccc3Cl)n2)cc1)c1ccccn1,4.8,-3.1,-6.7,-4.6,4.8,-0.5,-0.4,-11.5,-0.7,-0.1
